# From PubChem
# Vif-A3F inh: inhibitors of Vif-A3F interaction | actives 0.2% (n = 390,000) | Potency, µM (top dose mostly 46.1 µM), inactives show at the highest dose activity, negative = active | AID 602313 | HeLa A3F-eYFP + Vif (tagged APOBEC3F with the HIV-1 protein that degrades it), YFP fluorescence increase; further: % of control where 0% means no effect; nearly all actives have a fitted effect of over 65% in size
#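 Fluorescence increase (Ex 488/Em 500-530) after overnight compound treatment at 37 deg C flags inhibition of Vif-driven A3F-eYFP loss in stable HeLa A3F-eYFP/Vif cells seeded overnight beforehand.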
# rTrxR1 inhibitor: inhibitors of rat thioredoxin reductase 1; recombinant rTrxR1, NADPH fluorescence consumption, selenite substrate; O89049; Potency, µM (top dose mostly 114 µM), for the others: at the top dose activity change, negative = inhibition, hits mostly inhibitors; actives 1% (n = 390,000); further: on the % scale 0 is the no-effect control and ±100 the full control effect; nearly all actives have a fitted effect of over 65% in size
#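 Rat TrxR1 (90 nM in the dispensed reagent) was pre-reduced with 400 uM NADPH for 5 min at room temperature, then incubated with compound for 15 min. After 400 uM selenite was added, NADPH fluorescence (Ex 340/Em 450 nm) was followed for 8 min.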
# USP1-UAF1 inh: inhibitors of human USP1/UAF1 deubiquitinase; O94782; recombinant USP1/UAF1, Ub-Rhodamine cleavage fluorescence; Potency, µM (series often up to 57.1 µM), for inactives: at the highest dose activity change, negative = inhibition, hits mostly inhibitors; actives 0.23% (n = 390,000); AID 743255; further: on the % scale 0 is the no-effect control and ±100 the full control effect; nearly all actives have a fitted effect of over 60% in size; inactives centre near -12
# Target sequence (O94782 whole entry, looked up): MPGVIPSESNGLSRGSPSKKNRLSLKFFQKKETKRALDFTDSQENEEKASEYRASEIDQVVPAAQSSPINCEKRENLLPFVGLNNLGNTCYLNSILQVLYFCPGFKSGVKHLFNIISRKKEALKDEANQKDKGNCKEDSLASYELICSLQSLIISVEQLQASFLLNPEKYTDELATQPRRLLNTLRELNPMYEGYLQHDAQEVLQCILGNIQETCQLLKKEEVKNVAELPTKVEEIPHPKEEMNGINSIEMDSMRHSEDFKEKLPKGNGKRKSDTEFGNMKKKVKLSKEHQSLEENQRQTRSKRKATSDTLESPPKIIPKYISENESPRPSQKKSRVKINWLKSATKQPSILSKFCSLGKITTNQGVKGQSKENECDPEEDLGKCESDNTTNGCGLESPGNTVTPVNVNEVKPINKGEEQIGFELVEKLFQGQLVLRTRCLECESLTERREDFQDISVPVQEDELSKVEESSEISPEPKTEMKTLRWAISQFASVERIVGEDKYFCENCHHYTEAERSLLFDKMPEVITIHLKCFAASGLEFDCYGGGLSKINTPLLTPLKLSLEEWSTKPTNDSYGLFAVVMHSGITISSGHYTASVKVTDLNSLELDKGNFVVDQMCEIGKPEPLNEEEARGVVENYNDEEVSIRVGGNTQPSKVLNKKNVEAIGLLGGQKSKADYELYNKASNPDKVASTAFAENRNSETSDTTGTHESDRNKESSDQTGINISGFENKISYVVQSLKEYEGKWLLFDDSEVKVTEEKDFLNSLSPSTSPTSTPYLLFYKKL
#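 Step one: compound is pinned into 1nM USP1/UAF1 in HEPES pH 7.8 buffer with TCEP. Step two: 15 min room-temperature incubation. Step three: Ub-Rho (150nM final) starts cleavage, tracked by fluorescence over six one-minute reads.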
# TrxR1 substrate: rat thioredoxin reductase 1 substrate activity. O89049. purified TrxR1 substrate turnover, NADPH consumption readout. Potency, µM (highest dose often 114 µM), for inactives: at the highest dose activity change, negative = substrate turnover. actives 0.01% (n = 390,000). AID 588456; further: on the % scale 0 is the no-effect control and ±100 the full control effect; nearly all actives have a fitted effect of over 50% in size
#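 Rat TrxR1, dispensed at 90 nM, was prereduced with 400 uM NADPH (final) for 5 min at ~22 deg C, then incubated with compound 15 min before 400 uM selenite. A first-read NADPH fluorescence drop versus no-compound background flagged substrates.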
# RGS4 inh: human RGS4 inhibition | P49798 | Transcreener GDP fluorescence polarization, RGS4-accelerated GTP hydrolysis | Potency, µM (series often up to 114 µM), inactives show top-dose activity change, negative = inhibition, hits mostly inhibitors | actives 0.039% (n = 390,000) | AID 504845; further: on the % scale 0 is the no-effect control and ±100 the full control effect; nearly all actives have a fitted effect of over 75% in size; some results filed as inactive show a strong effect at the top dose
# Target sequence (P49798 whole entry, looked up): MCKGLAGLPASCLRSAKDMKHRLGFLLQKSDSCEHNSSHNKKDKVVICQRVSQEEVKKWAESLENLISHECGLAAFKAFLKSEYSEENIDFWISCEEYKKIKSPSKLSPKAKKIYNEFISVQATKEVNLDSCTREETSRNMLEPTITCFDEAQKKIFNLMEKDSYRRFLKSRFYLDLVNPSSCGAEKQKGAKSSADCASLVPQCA
#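 MLSMR compounds (23 nl, pin-transferred) preincubated 10 min at room temperature with a 500nM (2x) first reagent, then RGS4 at 900nM (2x) plus Transcreener GDP mix added; fluorescence polarization (620/688 nm) read before and after 90 min at 30 °C.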
# 12-LOX inh: blocks human arachidonate 12S-lipoxygenase; Potency, µM (series often up to 108 µM), without a hit: top-dose activity change, negative = inhibition, hits mostly inhibitors; actives 1.1% (n = 580,000); purified 12hLO, xylenol orange hydroperoxide absorbance; P18054; further: on the % scale 0 is the no-effect control and ±100 the full control effect
#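 Purified human 12hLO at 150 nM in 25 mM Hepes, 0.01% Triton X-100, pH 7.0, preincubated 15 min at room temperature with compound. Reaction started with 40 uM arachidonic acid, 30 min at room temperature. Hydroperoxide measured by Fe-xylenol orange, 573/405 nm absorbance ratio.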
# RXFP1 ag: RXFP1 (human) receptor agonism | HEK293T-RXFP1 cAMP TR-FRET, 30 min; response scale: percent of porcine relaxin response, buffer zero | Q9HBX9 | actives 0.3% (n = 370,000) | Potency, µM (highest dose often 57.5 µM), for the others: at the top dose activation, hits mostly activators; further: on the % scale 0 is the no-effect control and ±100 the full control effect; nearly all actives have a fitted effect of over 60% in size; many of its hits are not listed in these tables
#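 HEK293 cells stably expressing RXFP1, treated 30 min at 37C with compounds plus PDE4 inhibitor Ro 20174; cAMP measured by HTRF TR-FRET. Normalized to buffer and 29 nM porcine relaxin; EC50 by Hill fit.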
# IDH1 R132H inh: blocks human mutant IDH1 R132H enzyme; O75874; Potency, µM (series often up to 76.6 µM), inactives show at the top dose activity change, negative = inhibition, actives largely listed as inhibitors; actives 0.093% (n = 390,000); IDH1-R132H enzyme, NADPH consumption, diaphorase/resazurin fluorescence; further: on the % scale 0 is the no-effect control and ±100 the full control effect; nearly all actives have a fitted effect of over 65% in size
#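 IDH1-R132H (0.5 ug/mL) preincubated 30 min with compound, then NADPH (0.016 mM) and alpha-KG (2 mM) added; 80 min at RT, pH 7.5. Remaining NADPH coupled via diaphorase/resazurin to fluorescence (540/590 nm); concentration-response curves normalized to no-enzyme control.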
# Vif-A3G inh: Vif-A3G binding inhibition | HeLa A3G-eYFP + Vif (tagged APOBEC3G with the HIV-1 protein that degrades it), YFP fluorescence, overnight | Potency, µM (titrated, usually from 46.1 µM), without a hit: at the highest dose activity, negative = active, most hits filed as inhibitors | actives 0.076% (n = 410,000);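 further: on the % scale 0 is the no-effect control and ±100 the full control effect; nearly all actives have a fitted effect of over 60% in size; hits raise eYFP signal because A3G escapes Vif-driven loss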
#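 HeLa cells stably expressing Vif and C-terminally eYFP-tagged A3G, seeded overnight at 37 deg C, then exposed to compound by pintool overnight at 37 deg C. Rise in yellow fluorescence (Ex 488/Em 500-530, Acumen) marks blocked Vif-driven A3G degradation.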
# * marks the source's active call; other numbers are inactive results; ? = inconclusive; . = no result given; & = joins results of further samples; [ ] = another dose, or the depositor's remark. The call rests on the fitted dose curve; in most records, active means well fitted curve in the direction sought with a large enough effect; inconclusive means small, poorly fitted or top-dose-only effect, or another doubt; inactive means no such curve, though single readings can be large; an effect the other way counts as inactive or inconclusive. Potency means the concentration at half of the fitted maximal effect. Some of the compounds tested; the hit share may differ from the screen's.
# The line under a structure holds: Vif-A3F inh	rTrxR1 inhibitor	USP1-UAF1 inh	TrxR1 substrate	RGS4 inh	12-LOX inh	RXFP1 ag	IDH1 R132H inh	Vif-A3G inh
- O=C1CC(c2ccc(Cl)cc2)n2nc(N3C(=O)c4ccccc4C3=O)nc2N1 (stereo not given)
→ 1%	5%	-18%	-2%	-3%	-1%	0.7%	8%	-2%
- OC(CSc1c(Cl)cccc1Cl)CN1CCN(c2ccccc2F)CC1 (stereo not given)
→ -6%	17%	-12%	9%[57.1 µM]	4%	?	1.2%	7%	5%
- COc1ccccc1NC(=S)NCc1ccccc1
→ 0%	-9%	-14%	7%	0%	?	-0.9%	-1%	-2%
- CC(C)OC(=O)C(=O)NNc1ccccc1
→ -10%	11%	-4%	2%	-16%	?	-0.8%	-2%	-10%
- NC(=O)c1ccc(NC(=O)CCN2C(=O)c3ccccc3C2=O)cc1
→ 3%	-8%[57.1 µM]	-2%	6%[57.1 µM]	21%	-24%	2.9%	-1%	0%
- O=C(COC(=O)CCN1C(=O)c2cccc([N+](=O)[O-])c2C1=O)NC1CCS(=O)(=O)C1 (stereo not given)
→ 4%	34%[activator][57.1 µM]	-29%	7%[57.1 µM]	20%	1%	1.3%	11%	4%
- Cc1cc(NC(=O)CSc2nnc(-c3ccc([N+](=O)[O-])cc3)o2)no1
→ -6%	16%	-11%	-2%	-7%	0%	0.7%	0%	-2%
- O=C1CN(c2nc(-c3cccs3)nc3sc4c(c23)CCCC4)CCN1
→ 5%	-6%[57.1 µM]	-18%	21%[57.1 µM]	-22%	-13%	15%	52µM*	-15%
- COC(=O)/C(=N/Nc1ccccc1C)Sc1nnc(C(O)c2ccccc2)n1-c1ccccc1 (stereo not given)
→ -10%	-19%[57.1 µM]	-5%	-7%	17%	?	-2.1%	-7%	0%
- CCN1CCN(Cc2c(O)ccc3oc(C)c(C(=O)Nc4cccc(Cl)c4C)c23)CC1
→ -12%	24%	-17%	3%	26%	?	-0.6%	24%	6%
- CC(=O)NC(Cc1ccccc1)C(=O)OCC(=O)c1ccc(Br)cc1 (stereo not given)
→ -3%	3%	-19%	-3%	-31%	-21%	2.2%	7%	-5%
- Cc1ccc(-n2c(N)c(C(=O)NCc3cccnc3)sc2=S)cc1
→ -11%	-27%	-8%	-21%	-23%	?	-7.0%	6%	6%
- O=C(c1cccnc1Nc1ccc2c(c1)CCC2)N1CCOCC1
→ -2%	17%	1%	5%	8%	2%	2.5%	2%	-1%
- COc1ccccc1CN1[C@@H](CC(=O)O)c2cc(F)ccc2S1(=O)=O
→ -1%	-1%	-5%	0%	12%	-2%	.	-9%	2%
- CCOC(=O)C1=C(O)C(=O)N(Cc2ccccc2)CC1
→ -9%	-25%	-15%	-14%	1%	-9%	1.3%	0%	0%
- COCCN1C=C(C(=O)OC)C(c2ccc(Cl)cc2)C(C(=O)OC)=C1
→ -15%	29%[57.1 µM]	-11%	79%[activator][57.1 µM]	-16%	-12%	6.3%	0%	-7%
- O=C(CCC1CCCN(Cc2ccc3c(c2)OCCO3)C1)NCc1ccccc1F (stereo not given)
→ -4%	15%	-17%	6%	-17%[56.9 µM]	-23%	1.8%	-5%	0%
- Cn1c(C(=O)O)c(CC(=O)Nc2ccc(F)cc2F)c2ccccc21
→ 9%	-9%	-6%	-4%	17%	14%	0.2%	7%	-2%
- FC(c1nc2ccccc2[nH]1)C(F)(F)F (stereo not given)
→ -1%	16%[57.1 µM]	-13%	5%[57.1 µM]	21%	13%	2.6%	5%	3%
- Cc1cc(C)nc(-n2nc(C)c3c2NC(=O)CC3c2ccccc2OC(C)C)n1 (stereo not given)
→ ?	-3%	-7%	-11%	-16%	-1%	2.8%	45%[activator]	5%
- O=C1c2ccccc2-c2onc3ccc(NCCCn4ccnc4)c1c23
→ ?	-22%	28µM*	-4%	-41%	.	0.7%	-13%	2%
- O=C(NCc1ccco1)c1cnn2c(C(F)F)cc(-c3ccccc3)nc12
→ ?	-17%	0%	29%	-5%	-9%	2.5%	0%	-7%
- CNC(=S)N(CCc1ccc(S(N)(=O)=O)cc1)C1CC(=O)N(c2ccccc2F)C1=O (stereo not given)
→ -2%	25%[57.1 µM]	-3%	-3%	-15%	?	1.1%	-2%	0%
- O=c1ccnc(NCCc2ccccc2)[nH]1
→ -2%	17%[57.1 µM]	-10%	14%[57.1 µM]	-10%	131%[activator]	0.5%	2%	0%
- COc1ccc(C(=O)c2ccc(N3CCN(C4CC(=O)NC4=O)CC3)cc2)cc1F (stereo not given)
→ -6%	8%[57.1 µM]	-19%	-12%	10%	10%	3.2%	0%	1%
- NS(=O)(=O)c1ccc(CCNC(=O)C2CCN(c3ncnc4c3nc3n4CCCCC3)CC2)cc1
→ 8%&9%	23%&10%	-9%&-27%	0%&4%	1%&-22%	0%&-15%	16µM*	-3%&8%	1%&1%
- O=C1CSC(c2cccc(Cl)c2Cl)N1c1ccccn1 (stereo not given)
→ -2%	12%	-10%	0%	10%[11.4 µM]	1%	1.4%	-2%	1%
- CN1/C(=C\C(=S)NC(=O)c2ccc([N+](=O)[O-])cc2)C(C)(C)c2ccccc21
→ -13%	-5%	2%	-2%	9%	?	2.6%	-3%	-2%
- Cc1ccc(N=C2SCCCN2C(=O)C2=COCCO2)cc1Cl
→ -7%	77%[activator]	-23%	-1%	-19%	-2%	0.1%	1%	1%
- CC1(c2nnc(-c3ccccc3)o2)CC(c2ccc(F)cc2)=NO1 (stereo not given)
→ 2%	19%	-29%	5%[57.1 µM]	-3%	-7%	0.0%	-4%	3%
- O=[N+]([O-])c1ccc(OCC2CC(c3ccccc3)=NO2)cc1 (stereo not given)
→ 0%	22%[57.1 µM]	5%	2%[11.4 µM]	-30%	?	3.1%	2%	-7%
- CCN1CC(CN(C)Cc2nc(-c3cccs3)no2)CC1=O (stereo not given)
→ 2%	1%[57.1 µM]	-26%	2%[57.1 µM]	-3%	-1%	2.2%	-3%	-5%
- COc1ccc(CN=Cc2c(O)[nH]c3ccccc23)cc1
→ 14%	18%[57.1 µM]	?	-8%	?	-2%	4.2%	-5%	0%
- CCCCCOC(=O)c1ccc(N2C(=O)C3C4C=CC(C4)C3C2=O)cc1 (stereo not given)
→ -2%	12%	-7%	-3%	15%	9%	0.4%	4%	-1%
- Cc1cc(N2CCCCCC2)n2nc(C)c(-c3ccccc3)c2n1
→ 2%	-10%	3%	19%	5%	5%	2.0%	0%	6%
- COc1cccc(NC(=O)N2C3CCCC2CC(NC(=O)C2CC2)C3)c1 (stereo not given)
→ 10%	11%	-10%	-6%	33%	3%	-0.1%	-4%	0%
- CCCOc1ccc(CCc2n[nH]c(=S)n2-c2ccccc2)cc1
→ 5%	-8%[57.1 µM]	-9%	-3%[57.1 µM]	?	?	-0.9%	3%	3%
- Cc1nc(NNC(=O)c2ccc([N+](=O)[O-])cc2)cc(-c2ccccc2)n1
→ 1%	-6%	-22%	-9%	-1%	-16%	0.3%	4%	0%
- Cc1onc(-c2ccccc2)c1C(=O)OCC(=O)NC(=O)c1ccccc1
→ -9%	-5%	-7%	-16%	-3%	6%	0.6%	3%	0%
- O=S(=O)(c1ccccc1)n1nc(-c2ccc(Cl)cc2)nc1NCc1ccc(F)cc1
→ 1%	31%	-22%	4%	-6%	?	-4.2%	-7%	4%
- N#CC1=C(N)Oc2cc(N)ccc2C1c1ccccc1F (stereo not given)
→ -8%	7%[57.1 µM]	-13%	13%[57.1 µM]	-6%	2%	2.0%	2%	?
- O=c1cc(NCCCO)c2ccccc2o1
→ 2%	-4%	-22%	-6%	-19%	7%	-0.4%	2%	1%
- Cc1c(NC(=S)N/N=C\c2ccccc2O)c(=O)n(-c2ccccc2)n1C
→ -3%	?	-15%	-2%	-16%	-4%	0.7%	3%	-4%
- Cc1ccc(SCC(c2ccccc2)N2CCN(CC(C)C)CCC2=O)cc1 (stereo not given)
→ .	-26%	.	-11%	-3%	.	.	.	2%
- O=C(COC(=O)CSc1ccc([N+](=O)[O-])cc1)NC1CCCCCCC1
→ 5%	-21%	-3%	-15%	?	?	1.0%	2%	-2%

# A section from further up:
# The line under a structure holds: Vif-A3F inh	rTrxR1 inhibitor	USP1-UAF1 inh	TrxR1 substrate	RGS4 inh	12-LOX inh	RXFP1 ag	IDH1 R132H inh	Vif-A3G inh
- N#CC1=C(N)Oc2cc(N)ccc2C1c1ccccc1F (stereo not given)
→ -8%	7%[57.1 µM]	-13%	13%[57.1 µM]	-6%	2%	2.0%	2%	?
- O=c1cc(NCCCO)c2ccccc2o1
→ 2%	-4%	-22%	-6%	-19%	7%	-0.4%	2%	1%
- Cc1c(NC(=S)N/N=C\c2ccccc2O)c(=O)n(-c2ccccc2)n1C
→ -3%	?	-15%	-2%	-16%	-4%	0.7%	3%	-4%
- Cc1ccc(SCC(c2ccccc2)N2CCN(CC(C)C)CCC2=O)cc1 (stereo not given)
→ .	-26%	.	-11%	-3%	.	.	.	2%
- O=C(COC(=O)CSc1ccc([N+](=O)[O-])cc1)NC1CCCCCCC1
→ 5%	-21%	-3%	-15%	?	?	1.0%	2%	-2%
